ABHD5 PLIN5 PPI: blocks binding of human ABHD5 to perilipin-5 | hit rate 0.78% among 360,000 | inhibition, % at 4 µM | AID 602281 | Split G. princeps luciferase complementation, luminescence, 4 h;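 active = inhibition above the mean inhibition across every tested compound plus 3 SD, cut at about 22% in these data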;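 also: 0% = DMSO only wells and the 100% control is not disclosed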
TLR9-MyD88 inh: blocks human TLR9 binding to MyD88 | CHO BLA complementation TLR9-MyD88, CCF4 FRET ratio | Q9NR96+Q99836 | inhibition, % at 4.98 µM | hit rate 0.21% among 340,000;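 active = inhibition above the mean over all tested compounds plus 3 SD, cut at about 21% in these data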;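 also: 0% = DMSO only wells and 100% = clavulanate BLA inhibitor control wells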
SRC1 inh: inhibits human SRC1 coactivator | Q15788 | HEK293 GAL4-SRC1 luciferase reporter, luminescence | inhibition, % at 3.6 µM | hit rate 0.12% among 360,000 | AID 588354;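 active = inhibition above the campaign mean plus 3 SD, with each screening campaign given its own cutoff, cut at about 60% in these data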;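 also: 0% = DMSO treated cells and 100% = gossypol at 36 µM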
Target sequence (Q15788 whole entry, looked up, the tested form may be a part): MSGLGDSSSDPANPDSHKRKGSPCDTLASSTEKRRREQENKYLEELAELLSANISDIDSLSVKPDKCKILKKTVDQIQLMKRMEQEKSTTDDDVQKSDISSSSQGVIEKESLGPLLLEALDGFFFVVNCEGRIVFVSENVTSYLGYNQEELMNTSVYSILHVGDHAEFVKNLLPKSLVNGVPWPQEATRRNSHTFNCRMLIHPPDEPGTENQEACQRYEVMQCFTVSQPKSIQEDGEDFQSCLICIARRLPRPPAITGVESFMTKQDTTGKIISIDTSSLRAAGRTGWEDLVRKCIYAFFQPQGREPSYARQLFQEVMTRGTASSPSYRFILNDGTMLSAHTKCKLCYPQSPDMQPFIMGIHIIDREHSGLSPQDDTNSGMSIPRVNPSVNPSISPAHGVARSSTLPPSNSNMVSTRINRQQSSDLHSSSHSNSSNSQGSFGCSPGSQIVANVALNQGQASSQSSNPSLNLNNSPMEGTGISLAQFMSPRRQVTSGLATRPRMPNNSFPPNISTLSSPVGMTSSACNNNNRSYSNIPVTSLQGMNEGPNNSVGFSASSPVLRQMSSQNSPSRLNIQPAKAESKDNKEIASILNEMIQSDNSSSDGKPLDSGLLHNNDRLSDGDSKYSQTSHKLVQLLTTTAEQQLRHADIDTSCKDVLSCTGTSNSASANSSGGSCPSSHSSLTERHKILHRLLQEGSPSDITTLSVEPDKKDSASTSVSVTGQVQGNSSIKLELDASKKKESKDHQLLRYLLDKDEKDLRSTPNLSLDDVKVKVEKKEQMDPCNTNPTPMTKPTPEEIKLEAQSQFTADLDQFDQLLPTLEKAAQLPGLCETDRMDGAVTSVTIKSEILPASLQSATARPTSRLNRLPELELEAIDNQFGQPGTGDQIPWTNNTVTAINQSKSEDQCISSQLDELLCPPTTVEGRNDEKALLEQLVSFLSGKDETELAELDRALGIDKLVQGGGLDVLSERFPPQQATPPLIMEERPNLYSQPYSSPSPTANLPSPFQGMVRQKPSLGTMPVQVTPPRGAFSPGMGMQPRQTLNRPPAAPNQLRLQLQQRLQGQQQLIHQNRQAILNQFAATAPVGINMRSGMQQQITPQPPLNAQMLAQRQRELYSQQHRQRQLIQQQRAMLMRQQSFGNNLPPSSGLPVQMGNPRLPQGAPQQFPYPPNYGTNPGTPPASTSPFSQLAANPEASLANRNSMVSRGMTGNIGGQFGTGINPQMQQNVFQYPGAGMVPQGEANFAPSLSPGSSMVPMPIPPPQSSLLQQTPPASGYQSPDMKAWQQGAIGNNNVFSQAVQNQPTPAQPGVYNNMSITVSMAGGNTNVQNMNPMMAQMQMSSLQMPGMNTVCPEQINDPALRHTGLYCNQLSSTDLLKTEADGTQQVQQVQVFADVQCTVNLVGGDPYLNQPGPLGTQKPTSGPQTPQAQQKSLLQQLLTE
COUP-TFII inh: blocks human COUP-TFII nuclear receptor; P24468; HEK293T NGFI-A luciferase reporter, luminescence; inhibition, % at 8.6 µM; hit rate 0.7% among 370,000;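 active = inhibition above a per-plate cutoff, mean inhibition of test wells between control levels plus 3 SD, cut at about 38% in these data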;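 also: cells cotransfected with COUP-TFII expression vector driving the NGFI-A reporter; 0% = median of COUP-TF2 test wells and 100% = reporter-only cells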
SRC3 inh: inhibits human SRC3 coactivator | Q9Y6Q9 | HEK293 GAL4-SRC3 luciferase reporter, luminescence | inhibition, % at 3.6 µM | hit rate 0.17% among 360,000 | AID 588352;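 active = inhibition above a per-campaign cutoff, the mean of all compounds plus 3 SD, cut at about 60% in these data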;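 also: 0% = DMSO-treated cells and 100% = gossypol-treated cells at 36 µM; higher means less SRC3-driven luciferase light from the GAL4 reporter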
NOD2 RIPK2 PPI: blocks binding of human NOD2 to RIPK2 | O43353 | CHO BLA complementation NOD2-RIPK2, CCF4 ratio | inhibition, % at 4.98 µM | hit rate 0.38% among 360,000 | AID 624267; in the data active = inhibition above about 21%;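 also: 0% = vehicle only and 100% = reference blocker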
SRC2 inh: inhibits human steroid receptor coactivator 2; Q15596; HEK293 GAL4-SRC2 luciferase reporter, luminescence; inhibition, % at 9 µM; hit rate 0.17% among 370,000; AID 651957;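 active = inhibition above the mean inhibition of all tested compounds plus 3 SD, set per campaign, cut at about 52% in these data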;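 also: 0% = DMSO treated cells and 100% = cells given Gossypol at 36 µM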
MC4R antag cAMP: blocks human MC4R cAMP signaling; P32245; MC4R-expressing cells, MTII-stimulated cAMP, LANCE TR-FRET; inhibition, % at 6.5 µM; hit rate 0.48% among 360,000; AID 540295;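 active = inhibition above its plate's cutoff, the mean of tested wells on that plate plus 3 SD, cut at about 29% in these data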;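 also: 0% = Melanotan II alone and 100% = Melanotan II plus saturating MCL0020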
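Material: human MC4R-expressing U2OS cells. Probe or stimulus: Melanotan II challenge. Dosing: 6.5 µM single dose. Times: 30-min compound, 1-h challenge, 1-h detection, room temperature. Technique: TR-FRET with Eu-cAMP and labeled anti-cAMP, 671 nm. Replication: singlicate.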
EBV LMP1 NFkB: Epstein-Barr LMP1 NF-kappaB reporter inhibition; LMP1-induced NF-kappaB luciferase reporter cells, luminescence; inhibition, % at 12.5 µM; hit rate 0.69% among 350,000; in the data active = inhibition above about 41%;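 also: 0% = neutral control wells and 100% = reference inhibitor control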
MC4R barr agon: human MC4R agonism via beta-arrestin; P32245; U2OS MC4R beta-arrestin complementation, luminescence; percent of melanotan II response, DMSO zero; activation, % at 8.9 µM; hit rate 0.98% among 360,000; AID 540308;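 active = activation above a per-plate cutoff, the mean activation of sample wells on that plate plus 3 SD, cut at about 8% in these data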
LRH-1 inv ag: NR5A2 inverse agonism in reporter assay; inhibition, % at 3.6 µM; hit rate 0.13% among 360,000; HEK293T StAR-luciferase reporter, LRH-1 transfected, 24 h; O00482; AID 602396;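 active = inhibition above the mean inhibition of all tested compounds plus 3 SD, cut at about 73% in these data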;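 also: 0% = DMSO wells and 100% = reporter-only cells lacking LRH-1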
Numbers without * were called inactive.

What do the screens show for `COc1ccc(-n2nnc3c(=O)n(CC(=O)N4CCC(C)CC4)cnc32)cc1`?
ABHD5 PLIN5 PPI: -3; TLR9-MyD88 inh: -14; SRC1 inh: -7; COUP-TFII inh: 6; SRC3 inh: -4; NOD2 RIPK2 PPI: 5; SRC2 inh: 4; MC4R antag cAMP: 1; EBV LMP1 NFkB: -2; MC4R barr agon: 0.6; LRH-1 inv ag: 5

What do the screens show for `Cc1ccc(-c2nc3c4ccccc4ccn3c2Cc2ccsc2)cc1`?
ABHD5 PLIN5 PPI: -9; SRC1 inh: -23; COUP-TFII inh: -18; SRC3 inh: -40; NOD2 RIPK2 PPI: -7; SRC2 inh: -13; LRH-1 inv ag: -2

What do the screens show for `C=CCn1c(SCC(=O)Nc2cc(Cl)ccc2C(=O)O)nc2sc(C)c(C)c2c1=O`?
ABHD5 PLIN5 PPI: -11; TLR9-MyD88 inh: 4; SRC1 inh: -9; COUP-TFII inh: -12; SRC3 inh: -6; NOD2 RIPK2 PPI: -1; SRC2 inh: 22; MC4R antag cAMP: 8; EBV LMP1 NFkB: -5; MC4R barr agon: -0.3; LRH-1 inv ag: -20

Results for O=C(NCc1ccc(N2CCCC2=O)cc1)Nc1cccc(Cl)c1 ?
ABHD5 PLIN5 PPI: -3; TLR9-MyD88 inh: -6; SRC1 inh: 17; COUP-TFII inh: 21; SRC3 inh: 23; NOD2 RIPK2 PPI: -4; SRC2 inh: 17; MC4R antag cAMP: 7; EBV LMP1 NFkB: 6; MC4R barr agon: 0.3; LRH-1 inv ag: 14

Results for O=C(CSc1nc2c(cnn2-c2ccccc2)c(=O)[nH]1)NC1CCS(=O)(=O)C1 (stereo unspecified) ?
ABHD5 PLIN5 PPI: -1; TLR9-MyD88 inh: 8; SRC1 inh: 7; COUP-TFII inh: 7; SRC3 inh: -3; NOD2 RIPK2 PPI: -9; SRC2 inh: -7; MC4R antag cAMP: 15; EBV LMP1 NFkB: -2; MC4R barr agon: -2.5; LRH-1 inv ag: 5

Results for CC(C)Oc1cc(C(=O)NC2CCCCC2)c2ccccc2n1 ?
ABHD5 PLIN5 PPI: 0; TLR9-MyD88 inh: 0; SRC1 inh: 2; COUP-TFII inh: -9; SRC3 inh: 3; NOD2 RIPK2 PPI: -6; SRC2 inh: -20; MC4R antag cAMP: 3; EBV LMP1 NFkB: -1; MC4R barr agon: 0.4; LRH-1 inv ag: 34

How did C=CCNC(=O)C(C(=O)OCC)C1CCCCC1 (stereo unspecified) do in these assays?
ABHD5 PLIN5 PPI: -3; TLR9-MyD88 inh: 2; SRC1 inh: 3; COUP-TFII inh: -18; SRC3 inh: 17; NOD2 RIPK2 PPI: -8; SRC2 inh: -7; MC4R antag cAMP: 2; EBV LMP1 NFkB: -9; MC4R barr agon: -2.6; LRH-1 inv ag: 4

What do the screens show for `Cc1sc(-n2c(C)ccc2C)c(C#N)c1C`?
ABHD5 PLIN5 PPI: -15; TLR9-MyD88 inh: 0; SRC1 inh: -13; COUP-TFII inh: 1; SRC3 inh: -25; NOD2 RIPK2 PPI: -11; SRC2 inh: -7; MC4R antag cAMP: 0; EBV LMP1 NFkB: 2; MC4R barr agon: 0.9; LRH-1 inv ag: 6

What do the screens show for `Cc1ccccc1C1CCCN(Cc2nc(C3CC3)no2)C1` (stereo unspecified)?
ABHD5 PLIN5 PPI: 1; TLR9-MyD88 inh: 1; SRC1 inh: -5; COUP-TFII inh: -5; SRC3 inh: -14; NOD2 RIPK2 PPI: 1; SRC2 inh: -16; MC4R antag cAMP: 8; EBV LMP1 NFkB: 3; MC4R barr agon: 0.8; LRH-1 inv ag: -16

Results for CCOc1ccc(CNC(=S)N/N=C/c2ccncc2)cc1 ?
ABHD5 PLIN5 PPI: 8; TLR9-MyD88 inh: 5; SRC1 inh: 2; COUP-TFII inh: -14; SRC3 inh: 6; NOD2 RIPK2 PPI: -4; SRC2 inh: -29; MC4R antag cAMP: 2; EBV LMP1 NFkB: 6; MC4R barr agon: 0.2; LRH-1 inv ag: -23

Results for COC(=O)C1SCC2C(=O)N(Cc3ccc(F)cc3)CC(=O)N21 (stereo unspecified) ?
ABHD5 PLIN5 PPI: -3; TLR9-MyD88 inh: -3; SRC1 inh: 6; COUP-TFII inh: 13; SRC3 inh: 11; NOD2 RIPK2 PPI: -3; SRC2 inh: -19; MC4R antag cAMP: 1; EBV LMP1 NFkB: -9; MC4R barr agon: -1.2; LRH-1 inv ag: -10

How did CCOc1ccc(Oc2ccc(S(=O)(=O)N3CCOCC3)cc2NC(=O)CCNC(C)=O)cc1 do in these assays?
ABHD5 PLIN5 PPI: 3; TLR9-MyD88 inh: 4; SRC1 inh: -15; COUP-TFII inh: 22; SRC3 inh: 10; NOD2 RIPK2 PPI: -2; SRC2 inh: -17; MC4R antag cAMP: 7; EBV LMP1 NFkB: 5; MC4R barr agon: 0.9; LRH-1 inv ag: -2

Results for CCCCN(C)CCNC(=O)CN1C(=O)CSc2ccc(S(=O)(=O)N3CCCCC3)cc21 ?
ABHD5 PLIN5 PPI: -8; TLR9-MyD88 inh: -5; SRC1 inh: -33; COUP-TFII inh: -3; SRC3 inh: -10; NOD2 RIPK2 PPI: -1; SRC2 inh: -17; MC4R antag cAMP: 2; EBV LMP1 NFkB: -20; MC4R barr agon: -1.7; LRH-1 inv ag: -22

Results for O=C(CN1C(=O)CSc2ccc(S(=O)(=O)N3CCOCC3)cc21)NCCCN1CCOCC1 ?
ABHD5 PLIN5 PPI: 4; TLR9-MyD88 inh: -3; SRC1 inh: 2; COUP-TFII inh: -3; SRC3 inh: 3; NOD2 RIPK2 PPI: 2; SRC2 inh: -41; MC4R antag cAMP: 1; EBV LMP1 NFkB: 7; MC4R barr agon: -1.8; LRH-1 inv ag: 10

How did Cc1ccc(NS(=O)(=O)c2ccc(C(=O)NCC3CCCO3)cc2)cc1 (stereo unspecified) do in these assays?
ABHD5 PLIN5 PPI: 0; TLR9-MyD88 inh: 4; SRC1 inh: -28; COUP-TFII inh: 18; SRC3 inh: 1; NOD2 RIPK2 PPI: 1; SRC2 inh: -33; MC4R antag cAMP: 20; EBV LMP1 NFkB: 0; MC4R barr agon: -1.3; LRH-1 inv ag: -4

How did O=C(Nc1ccc2c(c1)nc1n2CCOC1)C1CCCCC1 do in these assays?
ABHD5 PLIN5 PPI: 4; TLR9-MyD88 inh: -4; SRC1 inh: -65; COUP-TFII inh: -34; SRC3 inh: -42; NOD2 RIPK2 PPI: 0; SRC2 inh: -8; MC4R antag cAMP: 4; EBV LMP1 NFkB: 0; MC4R barr agon: -0.6; LRH-1 inv ag: -55

What do the screens show for `O=C(CSc1nnc(-c2ccc(F)cc2)o1)N1CCN(C(=O)c2ccco2)CC1`?
ABHD5 PLIN5 PPI: 8; TLR9-MyD88 inh: -2; SRC1 inh: 9; COUP-TFII inh: 8; SRC3 inh: 7; NOD2 RIPK2 PPI: -13; SRC2 inh: -15; MC4R antag cAMP: -3; EBV LMP1 NFkB: 6; MC4R barr agon: 0.3; LRH-1 inv ag: 20

What do the screens show for `O=C(NNc1cc(Cl)ccc1Cl)c1cccnc1Cl`?
ABHD5 PLIN5 PPI: 4; TLR9-MyD88 inh: -4; SRC1 inh: 3; COUP-TFII inh: 9; SRC3 inh: 4; NOD2 RIPK2 PPI: 6; SRC2 inh: 2; MC4R antag cAMP: 5; EBV LMP1 NFkB: -2; MC4R barr agon: -2.0; LRH-1 inv ag: -3

What do the screens show for `COc1ccccc1NS(=O)(=O)c1ccc(C)c(C(=O)NCc2cccnc2)c1`?
ABHD5 PLIN5 PPI: 2; TLR9-MyD88 inh: 3; SRC1 inh: -46; COUP-TFII inh: 13; SRC3 inh: -15; NOD2 RIPK2 PPI: -14; SRC2 inh: -10; MC4R antag cAMP: 7; EBV LMP1 NFkB: 3; MC4R barr agon: -0.3; LRH-1 inv ag: -9

Results for Cn1ccnc1Sc1ccc(C=O)cc1[N+](=O)[O-] ?
ABHD5 PLIN5 PPI: 10; TLR9-MyD88 inh: -6; SRC1 inh: 5; COUP-TFII inh: -2; SRC3 inh: 9; NOD2 RIPK2 PPI: -2; SRC2 inh: 4; MC4R antag cAMP: 8; EBV LMP1 NFkB: 0; MC4R barr agon: -0.2; LRH-1 inv ag: 8

Results for COC(=O)[C@]1(C)N[C@H](c2ccc(-c3ccccc3)cc2)[C@@H]2C(=O)N(C)C(=O)[C@@H]21 ?
ABHD5 PLIN5 PPI: 9; TLR9-MyD88 inh: 3; SRC1 inh: 0; COUP-TFII inh: 2; SRC3 inh: 15; NOD2 RIPK2 PPI: -19; SRC2 inh: 8; MC4R antag cAMP: 5; EBV LMP1 NFkB: 1; MC4R barr agon: -1.0; LRH-1 inv ag: 14

What do the screens show for `O=C(CN1C(=O)COc2ccccc21)Nc1ccccc1F`?
ABHD5 PLIN5 PPI: -7; TLR9-MyD88 inh: -3; SRC1 inh: 25; COUP-TFII inh: -5; SRC3 inh: 5; NOD2 RIPK2 PPI: -2; SRC2 inh: 23; MC4R antag cAMP: -2; EBV LMP1 NFkB: 0; MC4R barr agon: 0.2; LRH-1 inv ag: 4

Results for COc1ccc(NC(=O)C2C3C=CC(O3)C2C(=O)NCc2cccnc2)cc1 (stereo unspecified) ?
ABHD5 PLIN5 PPI: -1; TLR9-MyD88 inh: -7; SRC1 inh: 4; COUP-TFII inh: -2; SRC3 inh: 16; NOD2 RIPK2 PPI: -15; SRC2 inh: -3; MC4R antag cAMP: -2; EBV LMP1 NFkB: 0; MC4R barr agon: 1.3; LRH-1 inv ag: -1

How did O=C(Cn1cnc2c(oc3ccccc32)c1=O)NCC1CCCO1 (stereo unspecified) do in these assays?
ABHD5 PLIN5 PPI: -1; TLR9-MyD88 inh: 1; SRC1 inh: -6; COUP-TFII inh: -5; SRC3 inh: -8; NOD2 RIPK2 PPI: -12; SRC2 inh: -20; MC4R antag cAMP: 1; EBV LMP1 NFkB: 4; MC4R barr agon: -0.2; LRH-1 inv ag: -2

What do the screens show for `N#Cc1c(=O)c2nc(NCCCO)ncc2n2c(=O)c3ccccc3[nH]c12`?
ABHD5 PLIN5 PPI: 4; TLR9-MyD88 inh: -26; SRC1 inh: -43; COUP-TFII inh: 2; SRC3 inh: 3; NOD2 RIPK2 PPI: 8; SRC2 inh: 13; MC4R antag cAMP: -7; EBV LMP1 NFkB: 7; MC4R barr agon: 0.6; LRH-1 inv ag: 2

An excerpt; rates above refer to the full screens.
